# High-throughput results from PubChem BioAssay.
# GAA glycogen mod = qHTS Assay for Inhibitors and Activators of Human alpha-Glucosidase Cleavage of Glycogen; Lysosomal alpha-glucosidase (Homo sapiens), P10253; recombinant GAA, glycogen substrate, Amplex Red glucose oxidase fluorescence; Potency, µM (doses to about 76.4 µM), for inactives: top-dose activity change, negative = inhibition, hits mostly inhibitors; 0.38% of 300,000 active;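 note: 0% = full enzyme reaction and -100% = no-enzyme basal signal; the screen sought inhibitors and activators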
#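 Natural-substrate format: glycogen cleavage by 4 nM human enzyme, glucose read by Amplex Red coupling (Ex 573, Em 610 nm). Normalized to enzyme and no-enzyme controls.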
# GAA inh = qHTS Assay for Inhibitors of Human alpha-Glucosidase as a Potential Chaperone Treatment of Pompe Disease | Lysosomal alpha-glucosidase (Homo sapiens), P10253 | purified human GAA, 4-MU-alpha-glucoside fluorescence | AID 1466, 2008 | Potency, µM (highest dose often 76.9 µM), inactives show top-dose activity change, negative = inhibition, most hits filed as inhibitors | 0.005% of 200,000 active;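 note: plate controls were uninhibited enzyme wells for no effect and no-enzyme background for full effect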
#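 Enzyme (4 nM final) mixed with compound (up to 77 uM), then 4-MU-alpha-D-pyranoside (400 uM final) added; 20 min at room temperature, pH 5.0. Reaction stopped at pH 10, fluorescence read, AC50 derived by Hill fit.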
# KDM4E inh = qHTS Assay for Inhibitors of Human Jumonji Domain Containing 2E (JMJD2E); 1.6% of 230,000 active; Potency, µM (top dose mostly 57.1 µM), inactives show at the top dose activity change, negative = inhibition, most hits filed as inhibitors; JMJD2E catalytic domain, FDH-coupled NADH fluorescence (FDH is formaldehyde dehydrogenase); Lysine-specific demethylase 4E (Homo sapiens), B2RXH2; AID 2147, 2009; active = well fitted inhibition curve with a large enough effect, not every such curve was filed as active; inconclusive = small, poorly fitted or top-dose-only effect, or another doubt; inactive = no such curve, though single readings can be large or run the other way;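 note: 0% = wells with enzyme and -100% = buffer wells without enzyme; nearly all actives have a fitted effect of over 50% in size; many of its hits are not listed in these tables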
# aGal spleen mod = qHTS Assay for Inhibitors and Activators of Human alpha-Galactosidase From Spleen Homogenate; human spleen homogenate, 4MU-alpha-Gal fluorescence, 40 min; Potency, µM (series often up to 80 µM), for the others: top-dose activity change, negative = inhibition, actives largely listed as inhibitors; 0.008% of 240,000 active; AID 2107, 2009;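 note: 0% = enzyme with vehicle and -100% = no enzyme basal signal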
#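 qHTS titration in buffer at pH 5.0. Alpha-galactosidase activity in spleen homogenate was measured via 4-methylumbelliferone release from 1 mM fluorogenic substrate after 40 min at 37C and a pH 10 stop. AC50 came from Hill fits of control-normalized data.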
# GAA spleen mod = qHTS Assay for Inhibitors and Activators of Human alpha-Glucosidase From Spleen Homogenate. 0.006% of 240,000 active. Potency, µM (top dose mostly 79.9 µM), inactives show at the top dose activity change, negative = inhibition, usual class: inhibitors. Lysosomal alpha-glucosidase (Homo sapiens), P10253. AID 2112, 2009. human spleen homogenate, 4-MU-alpha-glucoside fluorescence;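 note: 0% = enzyme with vehicle and -100% = no enzyme basal signal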
#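 Human spleen homogenate (1 ug) with 4-methylumbelliferyl-alpha-D-glucopyranoside (1 mM final) in 50 mM citrate/phosphate pH 5.0, 0.01% Tween-20; 40 min at 37 C. Stopped at pH 10; 4-MU fluorescence Ex 365/Em 440 nm; AC50 by Hill fit.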
# ALDH1A1 inh = qHTS Assay for Inhibitors of Aldehyde Dehydrogenase 1 (ALDH1A1); Aldehyde dehydrogenase 1A1 (Homo sapiens), P00352; Purified ALDH1A1, NADH fluorescence, propionaldehyde substrate; Potency, µM (titrated, usually from 75.3 µM), without a hit: at the top dose activity, negative = inhibition, most hits filed as inhibitors; 7.3% of 220,000 active; active = well fitted inhibition curve with a large enough effect, not every such curve was filed as active; inconclusive = small, poorly fitted or top-dose-only effect, or another doubt; inactive = no such curve, though single readings can be large or run the other way;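 note: plate controls were no enzyme wells and a reference inhibitor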
# Target sequence (P00352 whole entry, looked up): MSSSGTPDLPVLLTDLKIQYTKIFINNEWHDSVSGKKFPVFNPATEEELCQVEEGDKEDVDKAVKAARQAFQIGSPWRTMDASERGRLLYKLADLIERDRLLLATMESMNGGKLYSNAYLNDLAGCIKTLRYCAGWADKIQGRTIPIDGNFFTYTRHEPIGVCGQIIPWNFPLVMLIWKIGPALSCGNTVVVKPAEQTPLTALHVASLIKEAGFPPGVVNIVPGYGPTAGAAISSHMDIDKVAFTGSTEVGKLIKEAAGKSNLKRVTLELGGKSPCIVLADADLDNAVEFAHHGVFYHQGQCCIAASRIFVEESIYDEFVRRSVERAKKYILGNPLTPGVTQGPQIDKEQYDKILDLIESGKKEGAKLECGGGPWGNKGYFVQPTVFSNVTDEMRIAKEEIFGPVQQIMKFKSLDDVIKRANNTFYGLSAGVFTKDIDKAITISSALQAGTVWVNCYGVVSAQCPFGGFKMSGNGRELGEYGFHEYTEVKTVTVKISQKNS
# GoLoco inh red = qHTS Assay for Inhibitors of RGS12 GoLoco Motif Activity (Red Fluorophore); Guanine nucleotide-binding protein G(i) subunit alpha-1 (Homo sapiens), P63096; Gai1:RGS12 GoLoco peptide FP, rhodamine, 10 min; Potency, µM (titrated, usually from 61.6 µM), inactives show top-dose activity, negative = inhibition, hits mostly inhibitors; 0.44% of 230,000 active; active = well fitted inhibition curve with a large enough effect, not every such curve was filed as active; inactive = no such curve, though single readings can be large or run the other way; note: % is set by controls: 0 for no effect and ±100 for the full control effect; nearly all actives have a fitted effect of over 30% in size; many of its hits are not listed in these tables
# Target sequence (P63096 whole entry, looked up): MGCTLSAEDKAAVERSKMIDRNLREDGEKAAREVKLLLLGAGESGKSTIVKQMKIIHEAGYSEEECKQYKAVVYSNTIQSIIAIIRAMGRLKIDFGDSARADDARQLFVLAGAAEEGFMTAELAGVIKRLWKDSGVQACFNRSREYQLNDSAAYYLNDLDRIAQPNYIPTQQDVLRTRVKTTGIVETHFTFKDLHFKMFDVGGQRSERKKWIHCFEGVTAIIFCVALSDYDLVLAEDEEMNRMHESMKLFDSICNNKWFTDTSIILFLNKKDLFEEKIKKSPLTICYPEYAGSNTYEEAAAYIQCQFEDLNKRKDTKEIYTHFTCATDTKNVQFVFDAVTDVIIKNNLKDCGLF
# SMN2 splice enh = qHTS Assay for Enhancers of SMN2 Splice Variant Expression. HEK293 SMN2-luciferase splicing reporter, luminescence, 30-36 h. Potency, µM (doses to about 46.1 µM), inactives show at the highest dose activity change, positive = activation, actives largely listed as activators. 2.8% of 210,000 active; note: % of control where 0% means no effect; nearly all actives have a fitted effect of over 55% in size
#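 HEK293 cells carry an SMN2 minigene-luciferase reporter in which exon 7 inclusion puts luciferase in frame. Cells were seeded at 2000 cells/well, attached for 10-12 hours, then exposed to compounds for 30-36 hours at 37C before ONE-Glo luminescence.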
# The depositor's hits bear a star; ? = inconclusive; · = not tested or not shown; [ ] = another dose, or the depositor's remark. Unless noted, calls come from the whole dose curve; as a rule, active = well fitted curve in the direction sought with a large enough effect; inconclusive = small, poorly fitted or top-dose-only effect, or another doubt; inactive = no such curve, though single readings can be large; an effect the other way counts as inactive or inconclusive. Potency is the fitted concentration of half-maximal effect. A portion of the library; rates above refer to the full screens.
SMILES,GAA glycogen mod,GAA inh,KDM4E inh,aGal spleen mod,GAA spleen mod,ALDH1A1 inh,GoLoco inh red,SMN2 splice enh
NC(=O)c1ccsc1NC(=O)COC(=O)/C=C/c1ccc([N+](=O)[O-])cc1,8%,-5%,21%,-11%,2%,0%,8%,·
N=c1c2c3c(sc2ncn1N)CCCCC3,-1%,-9%,-11%,-11%,-13%,-2%,8%,-10%
CCC(/C=N/Nc1ccc(S(=O)(=O)N2CCCC2)cc1[N+](=O)[O-])CC,-9%,-14%,4%,-1%,-2%,4%,8%,12%
Cc1[nH]c(=S)c(C#N)c(C)c1CCC#N,-12%,·,-20%,4%,1%,·,-26%,·
COc1ccc(OC)c(NC(=S)NCc2cccnc2)c1,-11%,0%,7%,1%,1%,-9%,6%,-7%
COc1ccc(CCNC(=O)Cn2c(=O)n(CCCC(=O)NCc3ccco3)c(=O)c3sccc32)cc1OC,4%,-6%,-26%,-5%,2%,-4%,-2%,7%
O=C1CC(SC2=NCCS2)C(=O)N1c1cccc(Cl)c1Cl (configuration not stated),-6%,3%,-5%,2%,4%,?,5%,-15%
O=S(=O)(/N=C(/c1ccccc1)N1CCCCC1)c1ccccc1,17%,-1%,-2%,-10%,-13%,?,9%,-1%[1.84 µM]
Cc1ccccc1NC(=O)CCC(=O)N/N=C/c1ccc(F)cc1,-3%,-7%,8%,9%,0%,9%,-1%,-10%
Cc1cccc(NC(=S)N/N=C2\CC(C)(C)Oc3ccc(O)cc32)c1,?,-3%,?,-8%,-8%,?,-1%,-21%
CC1(C)CC23C(=O)CCC(O)C2(C)CCC13 (configuration not stated),·,·,-10%,1%,5%,?,-2%,2%
O=C(COC(=O)C1CC2C=CC1C2)Nc1cccc(S(=O)(=O)N2CCCCCC2)c1 (configuration not stated),-7%,-5%,14%,10%,-6%,?,4%,5%
N#C/C(=C\c1ccc(OC(=O)c2ccc(Br)s2)cc1)c1nc2ccccc2[nH]1,-7%,1%,18µM*,3%,-5%,0%,53%[activator],13µM*
CC1CCCN(S(=O)(=O)c2coc(C(N)=O)c2)C1 (configuration not stated),-13%,1%,-7%,-1%,-3%,-7%,-1%,4%
CCc1ccc(-c2nn(-c3cc(Cl)ccc3[N+](=O)[O-])c(=O)c3ccccc23)cc1,4%,3%,0%,5%,3%,7%,0%,-11%
CCNc1nnc(-c2ccncc2)s1,2%,-2%,?,16%,-8%,?,11%,-2%
O=C(CCCn1cc([N+](=O)[O-])cn1)NC1CCCCCC1,3%,2%,7%,-4%,-2%,-9%,9%,-4%
COCCCN(CC(=O)O)S(=O)(=O)c1cccc(Cl)c1,5%,-2%,-3%,-3%,-3%,7%,4%,-4%
COc1ccc(Cl)cc1NC(=S)Nc1ccccc1F,?,6%,-2%,-2%,3%,-8%,15%,9%
Cc1ccnc(NC(=O)CCC(=O)N(CC(=O)NCc2ccccc2)Cc2cccs2)c1,4%,-8%,2%,-3%,·,16µM*,9%,8%
Cc1cc(C)c2c(=O)[nH]c(SCc3ccccc3)nc2n1,-8%,-26%,5%,1%,-15%,-14%,1%,·
Cc1ccc(C(=O)N/N=C\c2cccn2C)cn1,7%,-4%,-2%,2%,3%,-4%,13%,22%
CC(NC(=O)Nc1ncccn1)(C(F)(F)F)C(F)(F)F,-6%,-11%,-16%,-1%,-14%,8%,-3%,8%
COc1ccccc1CNc1nc(-c2ccoc2)nc2ccccc12,·,·,·,-22%,3%,?,29%,·
CCCn1c(SCC(=O)N2CC(=O)Nc3ccccc32)nc2ccccc21,16%,0%,-1%,0%,-10%,?,-11%,6%
O=C(NC1CC1)C1CCCN(C(=O)NC2CCCCC2)C1 (configuration not stated),-3%,-2%,-1%,2%,3%,3%,3%,4%
CCOC(=O)C1(C)NC(c2ccc(OC)cc2OC)C2C(=O)N(c3cccc(OC)c3)C(=O)C21 (configuration not stated),-5%,?,-2%,9%,3%,3%,4%,23%
C=CCOC(=O)C1=C(C)Nc2nnnn2C1c1cccc(OC)c1OC (configuration not stated),-5%,-8%,-2%,-3%,1%,?,11%,27%
COC(=O)c1c(NC(=O)c2ccc(N(C)S(=O)(=O)c3ccc(C)cc3)cc2)sc2c1CCCC2,6%,?,?,-5%,-6%,?,2%,-34%[inhibitor]
COc1c(C)cc(Br)cc1C(=O)Nc1cccc(NC(=O)c2ccco2)c1,-8%,?,-7%,-1%,-1%,-5%,3%,0%
O=C1C2C3C=CC(C2C(=O)N1c1ccc(O)cc1)C1C2C(=O)N(c4ccc(O)cc4)C(=O)C2C31 (configuration not stated),-5%,·,2%,-2%,-6%,·,-85%,·
O=C(c1ccc2c(c1)OCCO2)C1CCN(S(=O)(=O)c2cccc(F)c2)CC1,-5%,-16%,8%,-5%,-3%,-14%,-11%,-50%[inhibitor]
O=S(=O)(c1cccc2c(S(=O)(=O)N3CCCC3)cccc12)N1CCCC1,-10%,-13%,5%,-4%,0%,1%,9%,-41%[inhibitor]
Cc1c(C)[n+](=O)c(-c2ccco2)c(C)n1[O-],7%,5%,-16%,18%,6%,25µM*,-6%,-4%
CC(=O)C(=Nc1ccc(Cl)cc1Cl)NNc1cccc(Cl)c1,?,-13%,3%,8%,2%,-1%,6%,-6%
CC1CCCCN1C(=O)c1ccc(OC2CCN(S(=O)(=O)N(C)C)CC2)cc1 (configuration not stated),10%,10%,-11%,-5%,-6%,?,-9%,·
CC(=O)N1CCC[C@@]2(CCN(c3ccncc3)C2)C1,·,·,·,8%,-8%,-5%,0%,-14%
O=C(COC(=O)c1ccc([N+](=O)[O-])o1)Nc1cccc(S(=O)(=O)N2CCCCC2)c1,4%,-2%,-22%,-17%,3%,11µM*,11%,-3%
CCC(C)c1ccc(O)c(NC(=S)NC(=O)c2cccnc2)c1 (configuration not stated),?,7%,-4%,6%,-7%,32µM*,9%,·
COCCNC(=O)C1(CC(C)C)C=CCN1C(C)=O (configuration not stated),·,·,-1%,2%,-7%,6%,8%,5%
Cc1cc(NC(=O)CSc2ccc3nnc(-c4ccccn4)n3n2)no1,1%,-2%,?,4%,1%,?,-6%,-7%
CC(=O)Nc1ccc(NC(=O)Cn2nc([N+](=O)[O-])c(Br)c2C)cc1,0%,2%,9%,0%,-1%,3%,6%,5%
COc1ccc(C=O)cc1CSc1ccccn1,-7%,·,5%,6%,-1%,·,-9%,·
COC(=O)CNC(=O)[C@@]1(Cc2ccccc2)C=C[C@@H](C)N1C(=O)c1ccccc1,·,·,-2%,4%,-1%,-3%,-1%,13µM*
COC(=O)[C@@H](NC(=O)Nc1cccc(Br)c1)C(C)C,-2%,2%,5%,2%,-7%,-2%,-5%,2%

# 10 entries from above, bar-delimited.
compound | GAA glycogen mod | GAA inh | KDM4E inh | aGal spleen mod | GAA spleen mod | ALDH1A1 inh | GoLoco inh red | SMN2 splice enh
CC1CCCCN1C(=O)c1ccc(OC2CCN(S(=O)(=O)N(C)C)CC2)cc1 (configuration not stated) | 10% | 10% | -11% | -5% | -6% | ? | -9% | ·
CC(=O)N1CCC[C@@]2(CCN(c3ccncc3)C2)C1 | · | · | · | 8% | -8% | -5% | 0% | -14%
O=C(COC(=O)c1ccc([N+](=O)[O-])o1)Nc1cccc(S(=O)(=O)N2CCCCC2)c1 | 4% | -2% | -22% | -17% | 3% | 11µM* | 11% | -3%
CCC(C)c1ccc(O)c(NC(=S)NC(=O)c2cccnc2)c1 (configuration not stated) | ? | 7% | -4% | 6% | -7% | 32µM* | 9% | ·
COCCNC(=O)C1(CC(C)C)C=CCN1C(C)=O (configuration not stated) | · | · | -1% | 2% | -7% | 6% | 8% | 5%
Cc1cc(NC(=O)CSc2ccc3nnc(-c4ccccn4)n3n2)no1 | 1% | -2% | ? | 4% | 1% | ? | -6% | -7%
CC(=O)Nc1ccc(NC(=O)Cn2nc([N+](=O)[O-])c(Br)c2C)cc1 | 0% | 2% | 9% | 0% | -1% | 3% | 6% | 5%
COc1ccc(C=O)cc1CSc1ccccn1 | -7% | · | 5% | 6% | -1% | · | -9% | ·
COC(=O)CNC(=O)[C@@]1(Cc2ccccc2)C=C[C@@H](C)N1C(=O)c1ccccc1 | · | · | -2% | 4% | -1% | -3% | -1% | 13µM*
COC(=O)[C@@H](NC(=O)Nc1cccc(Br)c1)C(C)C | -2% | 2% | 5% | 2% | -7% | -2% | -5% | 2%

# Remaining list, next part.
SMILES,GAA glycogen mod,GAA inh,KDM4E inh,aGal spleen mod,GAA spleen mod,ALDH1A1 inh,GoLoco inh red,SMN2 splice enh
COc1ccc(OC)c(NC(=O)CSc2ncnc3c2cnn3-c2ccccc2Cl)c1,-8%,-7%,-6%,0%,-2%,16µM*,3%,-107%[inhibitor]
CC1C/C(=N\NC(=O)CCc2ccc(S(=O)(=O)N3CCOCC3)cc2)CC(C)(C)C1 (configuration not stated),-4%,-2%,9%,-2%,-3%,?,-4%,3%
Cc1cc(C)n(/N=C/c2cccs2)c(=O)c1C#N,17%,-2%,-7%,5%,2%,3%,-2%,-7%
O=C(O)c1cccc(S(=O)(=O)NCCc2ccccc2)c1,10%,10%,3%,-1%,3%,4%,4%,5%
